# Screening data from PubChem BioAssay.
# CatB block – human cathepsin B inhibitors, primary screen, biochemical, fluorogenic substrate; P07858; purified cathepsin B, fluorescence; inhibition, %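 (tested at 10 µM)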; hit rate 0.1% among 63,000; AID 453, 2006; in the data active = inhibition above about 21%;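 also: 0% = enzyme with no compound and 100% = no enzyme blank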
# AP complement – alternative complement pathway inhibitors, primary screen, biochemical, ELISA, human serum, orthogonally pooled compounds. hit rate 0.08% among 62,000. LPS-coated ELISA, C3 deposition; tested in compound mixtures. AID 1235, 2008. inhibition, % at 5 µM;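 active = inhibition above 30% in each of the two pooled mixtures holding the compound, so the lower value exceeds 30%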;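 also: 0% = serum in Mg-EGTA without compound and 100% = EDTA serum blank; some compounds past the cut are filed as inactive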
#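 Assay system: human serum alternative complement pathway, C3 deposition on LPS-coated wells; Dosing: 5 µM per compound in ten-compound mixtures; Detection: Anti-C3 ELISA, OD 450 nm; Buffer or medium: Mg2+-EGTA GVB++ buffer containing human serum at 1:15 dilution; Timing: 1 h at 37 °C; Replication: two different pools per compound.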
# ROCK2 blocker – inhibitors of human ROCK2 kinase, primary screen, biochemical, high-throughput, luminescence | hit rate 0.35% among 60,000 | Rho-associated protein kinase 2 (Homo sapiens), O75116 | AID 604, 2007 | inhibition, % at 6 µM | purified ROCK2, Kinase-Glo ATP depletion luminescence;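 active = inhibition above the screen-wide mean inhibition plus 3 SD, cut at about 18% in these data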;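 also: plate controls were DMSO wells for no effect and Y-27632 control wells after no-enzyme background subtraction for full effect; many of its hits are not listed in these tables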
# CatB mixtures – cathepsin B inhibitors from pooled compounds, primary screen, biochemical, compound mixtures, AMC fluorescence | inhibition, %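 (ten-compound pools at 5 µM per compound and 50 µM total)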 | Purified cathepsin B, AMC dipeptide fluorescence | P07858 | hit rate 0.06% among 62,000; in the data active = inhibition above about 22%, passing the limit was not always enough; inconclusive = no clear call, values can overlap the other calls;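 also: 0% = enzyme without compound and 100% = no enzyme blank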
# Ec RNAP inh – E. coli RNAP inhibitors, biochemical; DNA-directed RNA polymerase subunit beta (Escherichia coli (strain K12)), P0A8V2; E. coli RNA polymerase, fluorescence transcription assay; inhibition, %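 (tested at 10 µM)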; hit rate 0.2% among 62,000; AID 559, 2006; in the data active = inhibition above about 20%;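 also: 0% = enzyme without compound and 100% = no enzyme blank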
# CatS block – inhibitors of human cathepsin S, biochemical, compound mixtures; P25774; recombinant cathepsin S, AMC dipeptide fluorescence, pooled mixtures; inhibition, %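 (tested at 5 µM per compound within 10-compound mixtures)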; hit rate 0.06% among 62,000; in the data active = inhibition above about 32%, passing the limit was not always enough; inconclusive = no clear call, values can overlap the other calls;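 also: 0% = enzyme without compound and 100% = blank without enzyme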
# JNK3 inh – JNK3 kinase activity inhibitors, primary screen, biochemical, human, purified enzyme; Mitogen-activated protein kinase 10 (Homo sapiens), P53779; HTS; inhibition, % at 8 µM; hit rate 0.61% among 60,000; AID 746, 2007; in the data active = inhibition above about 17%;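 also: 0% = DMSO and 100% = reference inhibitor; many of its hits are not listed in these tables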
# Target sequence (P53779 whole entry, looked up): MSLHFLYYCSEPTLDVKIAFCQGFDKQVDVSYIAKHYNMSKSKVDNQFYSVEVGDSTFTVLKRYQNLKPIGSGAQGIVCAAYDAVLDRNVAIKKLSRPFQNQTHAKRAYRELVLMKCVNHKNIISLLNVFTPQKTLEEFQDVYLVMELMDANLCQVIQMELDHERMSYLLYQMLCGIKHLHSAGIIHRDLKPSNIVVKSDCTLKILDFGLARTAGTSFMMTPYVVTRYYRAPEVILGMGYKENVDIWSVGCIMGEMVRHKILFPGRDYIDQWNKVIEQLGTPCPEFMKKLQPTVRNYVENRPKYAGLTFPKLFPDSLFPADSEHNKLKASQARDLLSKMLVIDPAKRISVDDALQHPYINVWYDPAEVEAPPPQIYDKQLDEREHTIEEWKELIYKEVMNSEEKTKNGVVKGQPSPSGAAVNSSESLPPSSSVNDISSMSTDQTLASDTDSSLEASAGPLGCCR
# PKA inh – inhibitors of human PKA kinase activity, primary screen, biochemical, ATP-depletion luminescence, Kemptide substrate | cAMP-dependent protein kinase catalytic subunit alpha (Homo sapiens), P17612 | PKA Kemptide phosphorylation, Kinase-Glo ATP luminescence | inhibition, % at 6 µM | hit rate 0.1% among 65,000 | AID 524, 2006;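 active = inhibition above the screen-wide mean inhibition plus 3 SD, cut at about 21% in these data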; also: many of its hits are not listed in these tables
# RORa activator – activators of orphan receptor RORA, primary screen, cell-based, luminescence. Nuclear receptor ROR-alpha (Homo sapiens), P35398. CHO-K1 Gal4-RORA LBD luciferase reporter; percent increase over mock-subtracted basal signal. activation, % at 10 µM. hit rate 1.5% among 65,000;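 active = activation above the mean of all tested compounds plus 3 SD, cut at about 49% in these data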;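 also: 0% = DMSO-treated RORA cells and 100% = added signal equal to DMSO minus mock-transfected cells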
# Target sequence (P35398 whole entry, looked up, the tested form may be a part): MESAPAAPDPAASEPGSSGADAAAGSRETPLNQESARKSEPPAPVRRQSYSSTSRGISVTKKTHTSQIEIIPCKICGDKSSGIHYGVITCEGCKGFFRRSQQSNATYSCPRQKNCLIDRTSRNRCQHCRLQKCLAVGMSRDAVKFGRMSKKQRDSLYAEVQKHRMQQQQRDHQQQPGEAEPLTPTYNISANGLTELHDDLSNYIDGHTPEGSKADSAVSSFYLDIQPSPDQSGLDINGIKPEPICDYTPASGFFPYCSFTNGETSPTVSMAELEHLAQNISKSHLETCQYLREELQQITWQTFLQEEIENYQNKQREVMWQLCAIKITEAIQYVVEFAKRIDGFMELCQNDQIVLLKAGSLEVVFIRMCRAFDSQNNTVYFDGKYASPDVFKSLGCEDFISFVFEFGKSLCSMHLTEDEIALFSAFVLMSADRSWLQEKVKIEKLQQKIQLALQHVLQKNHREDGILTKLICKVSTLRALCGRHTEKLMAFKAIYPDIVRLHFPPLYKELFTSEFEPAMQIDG
# The depositor's hits bear a star; ? = inconclusive; . = not tested or not shown. Not all compounds are listed; rates above refer to the full screens.
SMILES,CatB block,AP complement,ROCK2 blocker,CatB mixtures,Ec RNAP inh,CatS block,JNK3 inh,PKA inh,RORa activator
O=C(COc1ccc(S(=O)(=O)N2CCCC2)cc1Cl)NC1CC1,6,16,7,4,8,-10,1,1,11
CCOC(=O)Cc1csc(NC(=O)CSc2nnc(-c3ccc(F)cc3)o2)n1,3,3,4,1,4,-4,-7,9,9
CCOC(=O)C1CCN(c2nc3ccccc3nc2C(C#N)C(=O)NCCc2ccccc2)CC1 (stereo not given),5,.,7,.,8,.,-7,5,5
S=c1[nH]nc(-c2ccccc2)n1CC1CCCO1 (stereo not given),0,14,-6,3,9,3,-3,-9,-15
Cc1ccc(-c2noc(CN3C(C)CCCC3C)n2)cc1 (stereo not given),-1,14,6,9,0,-13,-2,11,-12
CC(C)(C#N)Nn1cnnc1,0,5,5,6,0,29,-6,5,-9
CN1/C(=C\P(=O)(N(C)C)N(C)C)C(C)(C)c2ccccc21,4,6,6,0,3,0,0,6,3
CC(C)C[C@H](NC(=O)OC(C)(C)C)C(=O)N1CCC(C(=O)N[C@@H](Cc2ccccc2)C(=O)O)CC1,3,1,.,2,6,12,.,7,14
Nc1nc(Nc2ccc(Cl)cc2Cl)nc(C(F)(F)F)n1,0,6,0,-4,-3,-5,-1,0,56*
CC(NC(=O)C1CCN(S(=O)(=O)N2CCCCCC2)CC1)c1ccccc1 (stereo not given),6,19,2,4,1,-2,1,-1,-14
CCCCNC(=O)Cn1c(-c2ccc(OC)cc2)noc1=O,5,-2,2,-2,9,4,2,4,-3
O=C(CCn1cccc1)Nc1ccccc1F,-1,17,0,2,5,17,-4,0,13
CCOC(=O)c1cnn2c(C(F)(F)F)cc(-c3cn(C)nc3C)nc12,6,-16,-4,4,-9,7,7,4,-12
CCn1c(=O)n(CC(=O)Nc2cc(OC)ccc2OC)c(=O)c2ccccc21,-6,9,4,4,5,2,-1,4,-25
CC(=O)c1cccc(NC(=O)Nc2cnn(Cc3ccc(F)cc3)c2)c1,2,15,2,-3,-1,-1,-1,1,-5
CCOc1ccc(S(=O)(=O)N2CCCCC2)c2ccccc12,.,11,2,4,7,14,-5,-4,-10
O=c1[nH]c(N2CCOCC2)nc2ncn(Cc3ccccc3)c12,0,17,-1,-3,.,-12,2,-5,17
O=C(CSc1ncnc2c1oc1ccccc12)Nc1ccc2c(c1)OCCO2,.,.,0,.,.,.,5,4,5
NC(=O)CSc1nc2sc3c(c2c2ncnn12)CCCC3,3,11,6,3,6,12,0,5,23
Cc1cc(C)c2c(=O)n(CC(=O)N3CCC(N4CCCCC4)CC3)sc2n1,0,21,-6,0,-6,8,-8,-8,-16
CC1(C)Cc2c(C#N)c(NCCc3ccccc3)nc(-c3ccco3)c2CO1,-7,.,6,.,-9,.,4,1,-21
COCCn1nnnc1C(c1ccc(OC)cc1)N1CCN(c2ccccc2F)CC1 (stereo not given),-4,0,3,-1,1,7,8,5,10
O=C(OCc1nc2ccc(Cl)cc2n1CCO)c1ccc2c(c1)OCO2,2,16,-5,2,2,5,-7,0,-8
Cc1ccc(N2CC(C(=O)NCCCn3ccnc3)CC2=O)cc1 (stereo not given),4,0,1,6,8,-3,2,8,-1
Cn1cnnc1SCC(=O)Nc1sc2c(c1C#N)CCCCC2,3,-11,-2,2,-17,12,0,1,-12
CCNc1nc(NC(C)C)nc(Oc2ccc(OCCOc3ccc(C)cc3)nn2)n1,4,-3,4,-1,8,-2,-2,5,0
C=CCn1c(Cc2ccc(OC(C)C)c(Cl)c2)nnc1SCC(N)=O,1,-8,7,-6,-2,1,2,7,12
Cc1c(NC(=O)OCCNC(=O)Nc2ccccc2)sc(=S)n1C,5,11,1,0,2,22,-10,0,-26
O=C(c1ccco1)N1CCN(C(=O)c2cc3c(s2)-c2ccccc2OC3)CC1,-8,8,4,1,-50,4,2,4,-21
Cc1nc2nc(Cc3ccccc3)nn2c(C)c1Cl,1,18,2,0,4,-16,-5,8,-25
CSC(=NCCCN1CCOCC1)NS(=O)(=O)c1cccs1,1,18,.,1,0,-3,.,10,-20
Cc1nn(CC(O)Cn2c3c(c4ccccc42)CCN(C)C3=O)c(C)c1Br (stereo not given),-5,10,2,7,4,-3,1,6,-6
CC(C)NC(=O)Cn1cnc2c1c(=O)n(C)c(=O)n2C,-5,9,4,2,2,-1,3,4,-16
COc1cccc(N(CC(=O)Nc2cccc(C(C)=O)c2)S(C)(=O)=O)c1,1,2,6,3,8,-8,0,8,18
CC(C)(C)NC(=O)c1ccc(COCC(F)(F)F)o1,5,2,-1,35,4,?,1,0,-3
Cc1cc(C)nc(NCC(O)COc2ccccc2C)n1 (stereo not given),3,-2,6,-1,11,1,3,12,20
Fc1ccccc1Cn1nnc2c(-n3ccnc3)ncnc21,9,-7,27*,5,-3,3,6,24*,-31
CCOC(=O)c1c(C)c(C(=O)Nc2ccc3c(c2)OCCO3)c(C)n1C,-1,20,-2,4,1,-4,-2,2,4
C=CCNC(=O)c1oc2ccc(S(=O)(=O)N(CC)CC)cc2c1C,2,11,1,7,4,1,13,2,-13
Cc1cc(C)c2c(c1)cc(C)c1nnc(SCC(=O)Nc3cc(C)on3)n12,0,-6,5,3,12,13,-3,8,44

# Retrieved by structure from the list above, 3 records:
SMILES,CatB block,AP complement,ROCK2 blocker,CatB mixtures,Ec RNAP inh,CatS block,JNK3 inh,PKA inh,RORa activator
CCOC(=O)c1c(C)c(C(=O)Nc2ccc3c(c2)OCCO3)c(C)n1C,-1,20,-2,4,1,-4,-2,2,4
Cc1nc2nc(Cc3ccccc3)nn2c(C)c1Cl,1,18,2,0,4,-16,-5,8,-25
Cc1c(NC(=O)OCCNC(=O)Nc2ccccc2)sc(=S)n1C,5,11,1,0,2,22,-10,0,-26

# Further results
SMILES,CatB block,AP complement,ROCK2 blocker,CatB mixtures,Ec RNAP inh,CatS block,JNK3 inh,PKA inh,RORa activator
O=C(Cn1c(=O)n(CC2CCCO2)c(=O)c2ccccc21)N1CCN(c2ccccc2)CC1 (stereo not given),4,10,2,3,6,3,6,2,-7
Cc1ccc(S(=O)(=O)N2CC(O)CC2C(=O)Nc2ccc3c(c2)CCC3)cc1 (stereo not given),-7,-3,5,0,5,-5,-10,12,7
CCN(CC)c1ccc2cc(NC(=O)CCC(=O)O)c(=O)oc2c1,-2,-1,-1,2,-7,-3,-14,-5,-66
CCOc1ccccc1N1C(=O)c2ccc(C(=O)O)cc2C1=O,-1,-9,5,-3,5,0,-3,4,-18
COc1ccc(CN2CC(C(=O)NCc3ccccn3)CC2=O)cc1 (stereo not given),0,6,1,7,-3,-12,0,7,-8
O=C(CN1C(=O)C2CC=CCC2C1=O)Nc1ccc(-c2nnc3n2CCCCC3)cc1 (stereo not given),7,2,4,4,7,10,2,7,-21
O=C(CCn1c(=O)[nH]c2ccsc2c1=O)N1CC(=O)N(CCc2ccccc2)C(=O)C1,4,5,.,3,5,9,.,-3,-18
Cc1cccc(C(=O)Nc2ccc(O)cc2)c1,2,-3,6,1,8,23,-7,11,-3
Cc1ccc(CNc2ccc3c(c2)ncn3C)cc1,0,13,1,-1,-2,-5,-8,2,63*
COc1ccc(C2C(C(C)=O)=C(C)Nc3ncnn32)cc1OC (stereo not given),7,-16,3,4,.,2,4,8,-14
CC(=O)OC(C(=O)NCc1ccco1)c1cccnc1 (stereo not given),2,1,0,-8,8,0,3,7,-10
O=c1oc2ccccc2c2c1ncn2C1CCCCC1,0,28,-8,-4,-8,-3,-4,0,6
CC1=C(C(=O)N2CCOCC2)C(c2cc(C)cs2)NC(=O)N1 (stereo not given),-5,17,.,3,1,-3,.,1,1
S=c1[nH]nc(-c2ccco2)n1Cc1ccccc1,1,.,8,.,.,.,0,5,-7
Cc1csc2ncc(C(=O)NCc3ccco3)c(=O)n12,.,.,-2,.,.,.,2,0,-6
CCn1c(SCC(=O)NCc2ccco2)nc2cccnc21,0,1,0,0,5,0,2,6,-11
Cc1c(NC(=O)CCC2CCCCC2)c(=O)n(-c2ccccc2)n1C,-4,0,.,1,0,8,.,-4,-4
CCCCC(=O)Nc1nc2c(OC)ccc(OC)c2s1,7,21,3,-1,9,-7,-1,5,-9
O=C(Nc1cccc(F)c1)Nc1ccccn1,2,19,.,3,1,-3,.,1,61*
CCOC(=O)c1cccc(NC(=O)N[C@@H](C)C(=O)OC)c1,-1,16,9,2,4,-2,-3,8,-6
Cc1cc(=O)oc(C)c1C(=O)NCC(C)NC(=O)c1c(C)cc(=O)oc1C (stereo not given),2,.,-1,.,6,.,1,-5,-3
Cc1cc(C)n(S(=O)(=O)c2cccc(Cl)c2Cl)n1,0,7,-1,-5,5,1,-3,-3,-6
CC(=O)Nc1ccc(N2CCOCC2)c(C(=O)Nc2cccc(C)c2)c1,0,23,7,-9,1,-18,-3,6,-19
Cn1c(N)c(C(=O)COC(=O)C2(c3ccc(F)cc3)CCCC2)c(=O)n(C)c1=O,4,5,3,-6,8,4,6,10,-11
CCOC(=O)N1CCN(C(=O)c2ccc(N3C(=O)CCC3=O)cc2)CC1,2,-3,7,4,8,12,2,12,0
O=C1CN(C(=O)c2cccs2)c2ccccc2N1,4,11,1,5,3,-3,4,-2,-5
COc1cccc(N2C(=O)C3CCCN3C2c2ccc(F)cc2)c1 (stereo not given),2,10,-2,4,6,-1,4,-3,14
C=CCSc1nc(C)c(CC(=O)OCC(C)C)c(=O)[nH]1,7,2,1,1,3,0,-3,5,3
CCOC(=O)C1CCN(S(=O)(=O)c2ccc3c4c(cccc24)C(=O)N3)CC1,2,3,5,-1,-7,4,4,3,30
COC(=O)CSc1nc2cc(C)ccc2cc1C#N,2,4,0,1,2,-3,-3,6,17
CCOc1ccc(C(C)=O)cc1CN1C(=O)NC2(CCCCC2C)C1=O (stereo not given),2,8,-2,-1,4,15,1,0,-8
CC1CCc2ccc(F)cc2N1S(=O)(=O)c1cccs1 (stereo not given),0,4,-6,-1,6,17,-5,-1,-18
CNc1nc(C)c(C(=O)OCC(=O)OC)s1,3,1,3,-4,10,9,-4,7,12
O=C(c1cc(-c2ccccc2)on1)N1CCN(C(=O)c2ccco2)CC1,1,-4,4,1,9,4,3,7,14
CC(=O)c1ccc(C(C)(C)c2ccc(C(C)=O)s2)s1,-1,18,-5,-1,3,11,-3,-1,-9
O=C(CCC1CCCCC1)Nc1ncn[nH]1,3,15,-8,-1,1,-5,-4,-8,-18
CC(C)OCCCNC(=O)c1ccc(NC(=O)C2CCCO2)cc1 (stereo not given),-6,11,.,3,0,-7,.,3,-14
COc1ccc(-c2[nH]nc3c2C(c2ccc(OC(=O)N4CCOCC4)cc2)C(C#N)=C(N)O3)cc1 (stereo not given),3,2,-10,0,-5,-7,5,10,-15
COC(=O)CC1Oc2ccccc2N(Cc2ccc(C)cc2)C1=O (stereo not given),4,15,-1,2,1,-9,5,3,-4
c1ccc(OCc2nn3c(-c4ccco4)nnc3s2)cc1,5,.,2,.,4,.,-5,-1,-9
